High-throughput results (PubChem BioAssay)
HMGR II inh = inhibitors of E. faecalis class II HMGR, primary screen, biochemical, Enterococcus faecalis | HMG-CoA reductase (Enterococcus faecalis, mvaE) | inhibition, % at 10 µM | AID 1066, 2008 | 190,000 compounds, 0.41% hits | purified E. faecalis HMGR, NADPH absorbance 340 nm kinetic;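 active means inhibition above a set limit, the median over all tested compounds plus 3 SD, cut at about 9.5% in these data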;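 further: enzyme runs in reverse so mevalonate oxidation gives rising NADPH absorbance; 0% = complete reaction with DMSO and 100% = background rate lacking mevalonate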
Redox H2O2 prof = compounds producing H2O2 with reducing agent – biochemical, NIH compound library profiling, artefact control for MLSCN library redox annotation, primary screen | DTT-dependent redox cycling H2O2, phenol red/HRP absorbance; 100% = 100 µM peroxide control, 0% = buffer | activation, % at 10 µM | 200,000 compounds, 0.03% hits | AID 878, 2007;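 active means activation of at least 50% relative to the plate's high and low controls in the primary single-dose screen; inactive means activation below 50%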;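 further: compound incubated with DTT at 0.8 mM final as the reducing agent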
PMI act hi M6P = human PMI activators, high substrate, primary screen, biochemical, fluorescence intensity, near-saturating mannose 6-phosphate. Mannose-6-phosphate isomerase (Homo sapiens), P34949. coupled PMI enzyme assay, resazurin fluorescence, 20 min; active compounds read high; 1 = untreated enzyme, 0 = substrate-free blank. activation factor at 20 µM. 190,000 compounds, 0.34% hits. AID 1216, 2008;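 active means activation factor of 2 or more at 20 µM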
Target sequence (P34949 whole entry, looked up): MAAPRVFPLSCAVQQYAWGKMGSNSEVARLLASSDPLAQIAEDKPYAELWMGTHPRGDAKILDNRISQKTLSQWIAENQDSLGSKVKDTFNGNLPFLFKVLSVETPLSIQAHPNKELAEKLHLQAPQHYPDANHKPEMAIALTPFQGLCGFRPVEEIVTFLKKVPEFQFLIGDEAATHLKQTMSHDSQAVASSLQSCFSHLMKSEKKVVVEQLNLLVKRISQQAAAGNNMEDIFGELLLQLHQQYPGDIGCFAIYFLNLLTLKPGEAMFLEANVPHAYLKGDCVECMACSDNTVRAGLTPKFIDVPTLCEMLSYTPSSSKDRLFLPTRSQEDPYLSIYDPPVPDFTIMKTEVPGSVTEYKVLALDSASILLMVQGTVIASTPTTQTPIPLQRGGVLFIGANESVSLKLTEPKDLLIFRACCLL
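test system = human PMI in coupled enzyme assay | medium = HEPES-buffered pH 7.4 with magnesium and detergent | also added = 1.0 mM mannose-6-phosphate substrate with 0.22 mM NADP+ | compound = 20 µM single dose | times = 20 min incubation at room temperature | measured by = resorufin fluorescence (Ex 544/Em 590 nm) from resazurin via diaphorase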
L major viab = Leishmania major promastigote growth inhibition, primary screen; Leishmania major promastigotes, resazurin fluorescence viability; AID 1063, 2008; inhibition, % at 10 µM; 200,000 compounds, 9% hits; in the data active means inhibition above about 50%;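 further: promastigotes grown with compound for 44 hours at 28 °C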
RAM inhibit = inhibitors of the yeast RAM network, primary screen, dse1pr::URA3 reporter, 5-FOA selection; 190,000 compounds, 1.8% hits; S. cerevisiae dse1pr::URA3 reporter, 5-FOA growth OD615, 2 d; analog-sensitive cbk1-as2 kinase mutant strain; inhibition, % at 50 µM; AID 868, 2007;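 active means inhibition above a set limit, 3 SD over mean compound inhibition, cut at about 8.4% in these data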;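 further: 0% = DMSO-only wells with no growth and 100% = 10 µM 1-NA-PP1 full growth; inhibition rescues growth on 5-FOA so higher OD means more RAM inhibition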
TNAP inh hiacc = human TNAP enzyme inhibitors, primary screen, biochemical, luminescent, high phosphate acceptor level, uHTS; purified TNAP, CDP-star luminescence, 1 M DEA; inhibition, % at 20 µM; 200,000 compounds, 0.03% hits; AID 1135, 2008;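 active means over 50% inhibition of tissue-nonspecific alkaline phosphatase at 20 µM in the single-dose screen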;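 further: plate controls were DMSO wells for no effect and EDTA-quenched wells as full inhibition for full effect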
Target sequence (P05186 whole entry, looked up): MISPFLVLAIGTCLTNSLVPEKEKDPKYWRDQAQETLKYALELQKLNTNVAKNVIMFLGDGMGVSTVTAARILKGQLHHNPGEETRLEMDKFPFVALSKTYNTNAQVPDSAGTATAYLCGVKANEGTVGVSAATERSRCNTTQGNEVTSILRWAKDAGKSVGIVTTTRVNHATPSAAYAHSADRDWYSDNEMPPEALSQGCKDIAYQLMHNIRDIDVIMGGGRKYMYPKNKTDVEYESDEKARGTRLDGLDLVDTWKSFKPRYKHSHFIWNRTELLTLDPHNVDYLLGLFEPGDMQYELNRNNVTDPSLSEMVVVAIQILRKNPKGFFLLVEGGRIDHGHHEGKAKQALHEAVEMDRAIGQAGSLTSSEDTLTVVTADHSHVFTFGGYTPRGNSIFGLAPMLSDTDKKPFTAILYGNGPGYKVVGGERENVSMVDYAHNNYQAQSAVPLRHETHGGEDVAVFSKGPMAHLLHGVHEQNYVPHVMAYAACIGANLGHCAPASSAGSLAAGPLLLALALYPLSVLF
PMI act = activators of human PMI, primary screen, biochemical, fluorescence intensity, near-Km mannose 6-phosphate; Mannose-6-phosphate isomerase (Homo sapiens), P34949; purified human PMI, coupled resazurin fluorescence, 20 min; active compounds read high; 1 = vehicle control, 0 substrate-free wells; activation factor at 20 µM; 190,000 compounds, 0.005% hits; AID 1214, 2008;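 active means activation factor of 2 or more at 20 µM, relative to plate controls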
Hsp70 activator = Hsp70 transcriptional activators, primary screen, cell-based, HeLa, Hsp70 promoter luciferase, luminescence, 10 µM; AID 1203, 2008; 200,000 compounds, 0.04% hits; activation, % at 10 µM; HeLa Hsp70 promoter luciferase reporter; scaled: vehicle 0, proteasome-inhibitor control 100%;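 active means activation above the mean across all tested compounds plus 3 SD, cutoff set per campaign, cut at about 5.5% in these data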;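 further: 100% = MG132 at 30 µM as the positive control and 0% = DMSO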
S1P3 antag = S1P3 receptor antagonists, primary screen, cell-based | AID 485, 2006 | Sphingosine 1-phosphate receptor 3 (Homo sapiens), Q99500 | inhibition, % at 4.98 µM | 170,000 compounds, 0.27% hits | CHO S1P3 NFAT-BLA reporter, FRET fluorescence, antagonist mode;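 active means inhibition above the plate cutoff, the mean inhibition of test wells on that plate plus 3 SD, cut at about 28% in these data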;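 further: cells challenged with S1P at its EC80 of 0.8 µM; blue over green emission ratio from cleaved BLA substrate after 4 h stimulation; 0% = S1P-stimulated wells and 100% = unstimulated DMSO-only wells; some compounds past the cut are filed as inactive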
TNAP inh no acc = human TNAP enzyme inhibitors, primary screen, biochemical, luminescent, no phosphate acceptor, uHTS; inhibition, % at 20 µM; AID 1012, 2008; purified TNAP, CDP-star luminescence, 30 min; 200,000 compounds, 0.26% hits; Alkaline phosphatase, tissue-nonspecific isozyme (Homo sapiens), P05186;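 active means tissue-nonspecific alkaline phosphatase inhibition above about 50% at 20 µM in the single-dose screen, limit read from the data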;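 further: 0% = DMSO negative control and 100% = EDTA positive control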
Starred values were filed as active, the others as inactive; . = no result given.

SMILES	HMGR II inh	Redox H2O2 prof	PMI act hi M6P	L major viab	RAM inhibit	TNAP inh hiacc	PMI act	Hsp70 activator	S1P3 antag	TNAP inh no acc
O=C(CCN1C(=O)C2C3CC(C(Br)C3Br)C2C1=O)OCC(=O)c1ccccc1 (stereo unspecified)	2	-0.3	0.9	15	3.6	5	0.8	-0.4	-4	0
COC(=O)C1=C(N)Oc2cc(C)n(CC3CCCO3)c(=O)c2C1c1ccc(Cl)c(Cl)c1 (stereo unspecified)	0	-1.8	0.9	29	0.4	-10	0.8	1.1	.	-10
COc1ccc(-n2c(Cc3cccn3C)nnc2SCC(=O)Nc2ccc(C)cc2)cc1	5	-2.3	0.8	5	3.4	-2	0.8	-0.5	19	-7
Brc1cccc(-c2nnc3sc(CNC4CCCC4)cn23)c1	-1	-1.3	1	85*	0.6	-4	0.9	-0.1	-10	-2
COc1ccc(OC)c(C(=O)Cn2c3[n+](c4ccc(C(F)(F)F)cc42)CCCCC3)c1	2	0.1	1	99*	0.6	-1	1	-0.3	-9	-5
NS(=O)(=O)c1ccc(NS(=O)(=O)/C=C/c2ccccc2)cc1	0	-0.7	0.9	-4	1.0	2	0.9	-0.3	-16	-6
COc1cc(/C=C(\C#N)C(=O)NCC2CCCO2)ccc1O (stereo unspecified)	-1	-0.4	0.9	11	2.9	14	0.9	-0.4	-9	7
COc1ccc(C(=O)NCC(=O)OCC(=O)c2ccc3c(c2)OCCO3)cc1	1	0.2	1.1	-3	3.7	-3	1.1	-0.2	.	-11
CCOC(=O)c1ccc2nc3c(cc2c1)CCS3	-3	2.0	1	0	-0.1	0	1.1	0.3	.	-9
CC1CCCc2sc3ncn(N)c(=N)c3c21 (stereo unspecified)	1	0.0	1	8	0.8	-2	1	-0.2	-12	-20
Nc1nc2ccccc2n1CCN1CCCC1	-3	0.2	0.9	1	4.1	2	1	-0.2	0	-4
Cn1nnnc1SCC(=O)N1CCN(S(=O)(=O)c2ccccc2)CC1	-12	-1.5	1.2	9	-0.5	-4	1.2	-0.1	-16	-11
Cc1ccc(C(=O)Cn2nc(C)c([N+](=O)[O-])c2C)c(C)c1	2	-1.8	1	5	3.9	0	1	-0.1	-17	4
CCOCCn1c(CCCO)nc2ccccc21	-2	2.3	1	-5	-0.8	-6	1	-0.4	-8	0
CCCC(=O)Nc1ccc(C(=O)NN=C(C2CC2)C2CC2)cc1	-2	-0.1	1.1	-7	2.4	1	1.1	-0.1	1	-3
C=CCn1c(N)c(C(=O)NC2CCCCC2)sc1=S	1	0.9	0.9	0	2.3	0	0.9	-0.1	.	2
Cc1ccnc(NC(=O)CCCOc2ccc(Cl)cc2C)c1	2	-3.5	0.9	-10	-0.6	-6	1	-0.2	-23	-17
Cc1cnc(CN(C)C(=O)c2cc(COc3c(F)cccc3F)on2)[nH]1	-6	-1.3	0.9	-1	3.3	-6	0.9	-0.3	9	-10
Nc1ccc2nn(-c3ccccc3)nc2c1	4	-0.9	0.4	81*	-0.2	0	0.6	0.3	-20	-9
CC(C)c1ccc(NC(=O)NN2CCOCC2)cc1	0	-0.4	1	-8	1.9	1	1.1	0.3	9	-8
CCn1c(SCC(=O)NC(C)c2ccccc2)nc2ccccc21 (stereo unspecified)	-4	-0.2	1	-8	0.3	-4	1	-0.4	.	-9
O=c1oc2ccccc2n1CCc1ccccc1	0	-3.4	0.8	-4	1.5	-4	0.8	-0.3	12	-13
Cc1cc(C)c2oc(-c3ccc(Cl)c(NC(=O)c4ccc(C#N)cc4F)c3)nc2c1	-3	3.5	1	13	2.2	2	0.9	-0.1	2	-2
CC(=O)NC(CCS(C)(=O)=O)C(=O)Nc1ccccc1Cl (stereo unspecified)	-4	0.6	1	-3	-0.1	-4	1	-0.1	13	1
CN(C(=O)CSc1nc2cc([N+](=O)[O-])ccc2n1-c1ccc(F)cc1)C1CCS(=O)(=O)C1 (stereo unspecified)	-5	-0.4	1	1	0.8	-2	1	-0.2	-4	6

Shown in CSV form: entries from further up.
compound,HMGR II inh,Redox H2O2 prof,PMI act hi M6P,L major viab,RAM inhibit,TNAP inh hiacc,PMI act,Hsp70 activator,S1P3 antag,TNAP inh no acc
Cc1cnc(CN(C)C(=O)c2cc(COc3c(F)cccc3F)on2)[nH]1,-6,-1.3,0.9,-1,3.3,-6,0.9,-0.3,9,-10
Nc1ccc2nn(-c3ccccc3)nc2c1,4,-0.9,0.4,81*,-0.2,0,0.6,0.3,-20,-9

(continued)
SMILES	HMGR II inh	Redox H2O2 prof	PMI act hi M6P	L major viab	RAM inhibit	TNAP inh hiacc	PMI act	Hsp70 activator	S1P3 antag	TNAP inh no acc
O=C1CN(c2nc(-c3ccccc3)c3ccccc3n2)c2ccccc2N1	-5	-0.5	0.9	19	3.8	0	0.9	-0.3	2	-8
COc1cccc(NC(=O)CNC(=O)c2ccccc2)c1	2	-0.3	0.9	-1	-0.6	-3	0.9	0.1	1	-10
CC(C)OC(=O)c1cc2c(ccn2C)n1CC(=O)N(Cc1ccccc1)c1ccc(F)cc1	-3	0.0	0.7	99*	5.9	-4	0.8	-0.1	-18	-26
COc1ccc(-n2cnc3ccccc32)cc1	-1	0.1	1	8	1.1	-6	0.9	0.7	.	-9
O=C(/C=C/Nc1cccc(O)c1)c1ccccc1	2	-1.8	0.9	-6	2.8	0	0.9	0.1	9	-6
Cc1ccc(S(=O)(=O)Nc2ccc(N3CCOCC3)nc2)cc1	-2	-1.2	0.8	7	2.0	-2	0.9	-0.1	-32	-41
O=C(COC(=O)[C@H](Cc1ccccc1)NC(=O)c1cccs1)Nc1c(Cl)cccc1Cl	-5	-0.1	0.9	-3	3.0	1	0.9	-0.4	-13	-15
Oc1ccc(Br)cc1C=Nc1ccc(Cl)cc1	-1	2.5	0.9	12	0.9	-2	1.1	-0.2	0	1
C=CCSC1=Nc2cc(OC)c(OC)cc2C2=NC(=O)CN12	-6	-1.0	1.1	8	0.6	-7	1.2	-0.2	-15	-17
COc1ccc(OC)c(C(C)NC(=O)c2ccc(Br)cc2)c1 (stereo unspecified)	-3	-0.5	0.9	28	4.7	-4	1	-0.2	-2	-8
O=C(CSc1nc2ccccc2n1CC(=O)N1CCCC1)N1CCN(C(=O)c2ccco2)CC1	2	4.2	1.1	-6	0.1	-4	1.1	0.2	-26	-12
Cc1ccc(NC(=S)NC(NC(=O)C(C)(C)C)C(Cl)(Cl)Cl)c(C)c1 (stereo unspecified)	-3	1.4	1.1	11	2.8	-1	1	0.2	.	-12
CCOC(=O)c1sc(N)c(C(=O)Nc2ccccc2)c1C	-2	-0.2	0.9	-5	4.1	-4	0.6	0.2	-8	-11
CN(C)CC(=O)c1ccc(-c2ccccc2)cc1	-4	-0.3	1.6	86*	0.6	4	1.5	-0.3	-42	-4
COc1ccc(-c2[nH]ncc2CN2CCCO2)c(F)c1	-5	-0.2	1	0	2.7	-8	1	-0.1	11	64*
O=C(CSc1nnc(Cc2ccccc2)o1)NCc1ccco1	-1	0.1	1	-3	2.9	-8	1	0.8	.	-16
Cn1c(=O)[nH]c(=O)c2[nH]c(CN3CCN(C(=O)c4ccco4)CC3)nc21	-7	1.0	0.9	0	1.4	2	0.9	-0.1	-3	-11
CCOc1ccccc1NC(=O)c1c(Br)cnn1C	-4	-0.6	1	-3	5.5	-3	1	-0.3	-5	-10
O=C(C1CCN(S(=O)(=O)c2cccc3nsnc23)CC1)N1CCn2c1nc1ccccc12	-1	0.1	0.9	20	1.8	-3	0.9	-0.1	-10	-6
O=C1C2C3CCC(C3)C2C(=O)N1CNc1ccccc1 (stereo unspecified)	0	-0.1	1	-5	2.8	-1	0.9	-0.2	-7	-16
COC(C(=O)NC(C(C)C)C(C)C)c1ccccc1 (stereo unspecified)	-8	-0.6	0.9	14	2.5	-9	0.9	-0.2	11	-8
Fc1ccc(OCc2nnc(SCCN3CCOCC3)o2)cc1	-1	-0.8	1	3	1.5	-7	1	-0.5	.	-14
CC(C)(C)NC(=O)NC(=O)COC(=O)c1cccc(OC(F)F)c1	-4	-0.7	1.1	1	-0.1	-4	1.1	-0.6	-3	-6
CCS(=O)(=O)N1CCC(C(=O)NCCC2=CCCCC2)CC1	-3	-0.1	1	-5	2.4	-1	1	0.0	-14	-7
CSc1ccccc1NC(=O)Nc1ccc(Cl)cc1	-5	0.0	0.9	9	2.1	-3	0.9	-0.2	.	-22
New compounds follow.
SMILES	HMGR II inh	Redox H2O2 prof	PMI act hi M6P	L major viab	RAM inhibit	TNAP inh hiacc	PMI act	Hsp70 activator	S1P3 antag	TNAP inh no acc
CCOC(=O)C1(Cc2ccccc2)CCN(Cc2ccc3cc(NC(C)=O)ccc3n2)CC1	-1	10	0.9	14	0.8	-8	0.9	0.2	4	-13
COc1ccccc1C(=O)COC(=O)c1ccccc1OCC(=O)Nc1ccc(SC(F)F)cc1	-2	0.4	0.8	1	9.2*	-6	1	-0.2	3	-9
COc1ccc([N+](=O)[O-])cc1N(CC(O)Cn1nnc2ccccc21)S(=O)(=O)c1ccc(C)cc1 (stereo unspecified)	-5	-8.2	0.8	99*	3.9	-4	0.9	0.5	.	-5
O=C(COc1cc(Cl)c(Cl)cc1Cl)NCCc1ccccn1	-4	-0.6	1	-6	1.5	-1	1	-0.1	-22	-6
COc1ccccc1NC(=O)COc1ccc(CO)cc1Cl	-1	0.4	0.8	-1	5.9	-7	0.9	0.2	-17	-14
Cc1cccc(NC(=O)COc2nsnc2N2CCOCC2)c1	-2	0.1	1	5	0.4	-3	1	0.0	17	-6
O=C(NC(=S)N1CCOCC1)C12CCC3CC(CC(C3)C1)C2	-1	0.3	1.1	0	1.1	-11	1	-0.5	-14	-4
COc1ccc(/C=C/C(=O)NC(=S)NNC(=O)c2cccnc2)cc1OC	-21	-6.5	1.1	48	3.1	4	1	0.1	.	-167
COc1ccc(CCNC(=O)c2cc(-c3ccccn3)nc3c(Cl)cccc23)cc1OC	-4	-0.7	1	10	0.1	-4	0.9	1.3	-2	-9
Brc1cccc(/C=N\n2cnnc2)c1	-8	2.3	1.1	-5	1.2	-7	1	0.2	-43	-16
CC(C)c1ccc(-c2nnn(CCC#N)n2)cc1	-6	-0.5	1	-4	0.1	-5	1	0.1	8	-10
C/C(O)=C\c1nc(=O)c2c(C)cc(C)nc2n1-c1ccccc1	-2	2.3	0.9	6	2.3	-4	0.8	0.3	0	-6
